From PubChem
Lmaj promast = Leishmania major promastigote growth inhibition, primary screen; Leishmania major promastigotes, resazurin fluorescence viability; inhibition, % at 10 µM; 200,000 compounds, 9% hits; AID 1063, 2008; in the data active means inhibition above about 50%;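 further: promastigotes grown with compound for 44 hours at 28 °C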
bIAP act = bovine intestinal alkaline phosphatase activators, primary screen, biochemical, bovine IAP, CDP-star luminescence; alkaline phosphatase, intestinal [Bos taurus]; purified bovine IAP, 30 min; active compounds read high; fold of DMSO-control signal, blank-subtracted; activation factor at 20 µM; 200,000 compounds, 0.17% hits;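 active means activation factor of 2 or more at 20 µM, a signal rise over negative controls twice the positive control's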
PMI act hi M6P = human PMI activators, high substrate, primary screen, biochemical, fluorescence intensity, near-saturating mannose 6-phosphate; coupled PMI enzyme assay, resazurin fluorescence, 20 min; active compounds read high; 1 = untreated enzyme, 0 = substrate-free blank; activation factor at 20 µM; 190,000 compounds, 0.34% hits;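 active means activation factor of 2 or more at 20 µM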
Target sequence (P34949 whole entry, looked up): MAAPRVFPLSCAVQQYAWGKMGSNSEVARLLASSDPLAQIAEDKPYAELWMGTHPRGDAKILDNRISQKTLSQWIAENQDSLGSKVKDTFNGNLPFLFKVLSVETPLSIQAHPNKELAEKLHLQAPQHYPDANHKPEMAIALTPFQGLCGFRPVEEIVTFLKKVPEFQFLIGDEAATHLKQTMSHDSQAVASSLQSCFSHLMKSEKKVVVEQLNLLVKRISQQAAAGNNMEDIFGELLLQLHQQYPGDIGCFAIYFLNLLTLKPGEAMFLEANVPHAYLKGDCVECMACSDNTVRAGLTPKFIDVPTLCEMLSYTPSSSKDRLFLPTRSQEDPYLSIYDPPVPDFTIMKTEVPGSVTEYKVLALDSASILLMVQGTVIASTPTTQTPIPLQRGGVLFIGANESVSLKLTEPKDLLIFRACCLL
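Technique: Diaphorase-driven resazurin-to-resorufin fluorescence, excitation 544, emission 590 nm | Assay system: Human PMI in coupled enzyme assay | Times: Enzyme reaction with compound 20 min at room temperature | Medium: HEPES-buffered pH 7.4 with magnesium and detergent | Reagent: Mannose-6-phosphate 1.0 mM (near-saturating) plus 0.22 mM NADP+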
bIAP inh = bovine intestinal alkaline phosphatase inhibitors, primary screen, selectivity assay for TNAP inhibitor project, biochemical, bovine IAP, CDP-star luminescence; purified bovine IAP, 30 min; inhibition, % at 20 µM; 190,000 tested, under 10 active;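 active means over 50% inhibition of intestinal alkaline phosphatase at 20 µM in the single-dose screen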
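Assay system – bovine IAP enzyme · Quantity – bovine IAP at 1/65,000,000 final dilution · Detection – CDP-star luminescence signal · Times – 30 min reaction at room temperature · Also added – CDP-star substrate at 30 µM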
Diaph act CS = compounds boosting diaphorase resazurin reduction – biochemical, uHTS, resorufin fluorescence, counter-screen for diaphorase-coupled primary assays, primary screen | activation factor at 20 µM | AID 1229, 2008 | Diaphorase/resazurin coupled assay, 16 min; active compounds read high; 1 = vehicle wells, 0 = NADH-free wells | 190,000 compounds, 0.005% hits;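 active means diaphorase activity raised at least twofold by the compound at 20 µM; inactive means activation factor below 2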
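Test system: Clostridium kluyveri diaphorase, purified enzyme. Buffer or medium: 50 mM HEPES pH 7.4 buffer plus MgCl2 and Tween 20. Also added: 0.114 mM NADH and 0.1 mM resazurin, final amounts. Dosing: compound 20 µM once, DMSO 1%. Schedule: 16 min enzyme reaction, ambient temperature. Detection: fluorescence of resorufin, 544 nm excitation, 590 nm emission.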
PMI activator = activators of human PMI, primary screen, biochemical, fluorescence intensity, near-Km mannose 6-phosphate; Mannose-6-phosphate isomerase (Homo sapiens), P34949; purified human PMI, coupled resazurin fluorescence, 20 min; active compounds read high; 1 = vehicle control, 0 substrate-free wells; activation factor at 20 µM; 190,000 compounds, 0.005% hits;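 active means activation factor of 2 or more at 20 µM, relative to plate controls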
TNAP inh no acc = human TNAP enzyme inhibitors, primary screen, biochemical, luminescent, no phosphate acceptor, uHTS; purified TNAP, CDP-star luminescence, 30 min; inhibition, % at 20 µM; 200,000 compounds, 0.26% hits; AID 1012, 2008;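 active means tissue-nonspecific alkaline phosphatase inhibition above about 50% at 20 µM in the single-dose screen, limit read from the data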;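 further: 0% = DMSO negative control and 100% = EDTA positive control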
Target sequence (P05186 whole entry, looked up): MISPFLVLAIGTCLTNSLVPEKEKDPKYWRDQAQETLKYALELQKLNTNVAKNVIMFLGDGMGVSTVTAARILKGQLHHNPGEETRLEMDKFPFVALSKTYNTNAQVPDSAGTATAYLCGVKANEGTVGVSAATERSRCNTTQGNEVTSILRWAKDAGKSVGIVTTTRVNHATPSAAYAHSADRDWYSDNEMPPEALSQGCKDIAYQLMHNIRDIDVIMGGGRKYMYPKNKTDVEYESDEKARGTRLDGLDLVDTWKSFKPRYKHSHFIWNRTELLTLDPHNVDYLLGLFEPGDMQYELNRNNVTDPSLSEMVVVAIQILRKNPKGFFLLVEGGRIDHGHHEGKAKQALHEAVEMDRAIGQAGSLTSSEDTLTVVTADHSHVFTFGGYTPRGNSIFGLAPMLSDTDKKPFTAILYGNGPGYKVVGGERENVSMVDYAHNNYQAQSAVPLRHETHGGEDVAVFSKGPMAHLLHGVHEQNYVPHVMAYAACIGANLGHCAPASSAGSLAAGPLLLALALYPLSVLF
TNAP act hiacc = TNAP activators at high phosphate acceptor level, primary screen, biochemical, luminescence, uHTS; Alkaline phosphatase, tissue-nonspecific isozyme (Homo sapiens), P05186; purified TNAP, CDP-star luminescence, 1 M DEA, 30 min; active compounds read high; 0 = EDTA background, 1 = DMSO-only activity; activation factor at 20 µM; 200,000 tested, under 10 active; AID 1136, 2008;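 active means activation factor at least 2 at 20 µM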
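Control set: EDTA negative control, DMSO positive control / Assay system: human TNAP / Quantity: TNAP 1/800 final / Evaluation: TNAP activation factor scaled between EDTA and DMSO control wells / Measured by: luminescent substrate turnover signal / Compound dosing: one dose, 20 µM / Times: 30 min enzyme reaction at room temperature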
Diaphorase inh = diaphorase inhibitors and chemical oxidizers, primary screen, counter-screen for diaphorase-coupled primary assays, biochemical, uHTS, resorufin fluorescence; inhibition, % at 20 µM; 190,000 compounds, 0.69% hits; AID 1217, 2008; diaphorase resazurin-to-resorufin fluorescence, NADH, 16 min; bacterial (C. kluyveri) enzyme, not human;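 active means primary screen inhibition at 20 µM above a set limit, cut at about 50% in these data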;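 further: plate controls were DMSO with full reaction for no effect and wells lacking NADH for full effect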
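Test system: bacterial diaphorase enzyme (C. kluyveri); Quantity: 0.14 U/mL diaphorase, enzyme working solution; Times: reaction incubation of 16 min at room temperature; Measured by: fluorescence of resorufin formed from resazurin, Ex 544/Em 590 nm; Benchmarks: positive control minus NADH, DMSO neutral control.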
TNAP inh hiacc = human TNAP enzyme inhibitors, primary screen, biochemical, luminescent, high phosphate acceptor level, uHTS; inhibition, % at 20 µM; 200,000 compounds, 0.03% hits; purified TNAP, CDP-star luminescence, 1 M DEA;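 active means over 50% inhibition of tissue-nonspecific alkaline phosphatase at 20 µM in the single-dose screen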;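 further: plate controls were DMSO wells for no effect and EDTA-quenched wells as full inhibition for full effect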
* hit, by the source's call.

What do the screens show for `Oc1cnn(-c2ccccc2)c1`?
Lmaj promast: 5.5; bIAP act: 1; PMI act hi M6P: 0.9; bIAP inh: 0.8; Diaph act CS: 0.9; PMI activator: 0.9; TNAP inh no acc: -18.1; TNAP act hiacc: 1; Diaphorase inh: 8.7; TNAP inh hiacc: -3.6

What do the screens show for `Cc1nc(SCC(=O)Nc2ccc3c(c2)OCO3)c(C#N)c2c1CCCC2`?
Lmaj promast: 9.8; bIAP act: 1; PMI act hi M6P: 0.9; bIAP inh: -2.4; Diaph act CS: 0.9; PMI activator: 0.9; TNAP inh no acc: -1.2; TNAP act hiacc: 1; Diaphorase inh: 8.6; TNAP inh hiacc: -0.3

Results for Cc1ccc(Nc2cnn(C34CC5CC(CC(CC(=O)O)(C5)C3)C4)c(=O)c2Cl)cc1 ?
Lmaj promast: 0.6; bIAP act: 0.6; PMI act hi M6P: 1; bIAP inh: 39.6; Diaph act CS: 0.8; PMI activator: 0.9; TNAP inh no acc: -5.0; TNAP act hiacc: 1; Diaphorase inh: 21.4; TNAP inh hiacc: -4.9

How did CCN(CC)S(=O)(=O)c1cc(C(=O)N(C)CC(=O)Nc2ccc(Cl)cc2)ccc1Cl do in these assays?
Lmaj promast: 38.8; bIAP act: 0.9; PMI act hi M6P: 1; bIAP inh: 12.8; Diaph act CS: 0.8; PMI activator: 1; TNAP inh no acc: -9.0; TNAP act hiacc: 1.1; Diaphorase inh: 21.0; TNAP inh hiacc: -7.3

Results for CC(=O)N1CCN(Cc2nc3cc(NC(=O)Cn4nc(C)c5ccccc5c4=O)ccc3n2C)CC1 ?
Lmaj promast: -3.0; bIAP act: 1; PMI act hi M6P: 1; bIAP inh: -0.4; Diaph act CS: 0.9; PMI activator: 1; TNAP inh no acc: -16.1; TNAP act hiacc: 1; Diaphorase inh: 11.7; TNAP inh hiacc: -3.8

What do the screens show for `COCCCNCCOCCOc1ccc(Cl)cc1Br`?
Lmaj promast: 91.2*; bIAP act: 0.9; PMI act hi M6P: 1; bIAP inh: 8.6; Diaph act CS: 1.1; PMI activator: 1.1; TNAP inh no acc: -1.9; TNAP act hiacc: 1; Diaphorase inh: -6.4; TNAP inh hiacc: -0.9

What do the screens show for `COC(=O)COc1ccccc1/C=C1/NC(=O)NC1=O`?
Lmaj promast: 53.2*; bIAP act: 0.9; PMI act hi M6P: 1; bIAP inh: 12.2; Diaph act CS: 0.9; PMI activator: 1; TNAP inh no acc: -10.0; TNAP act hiacc: 1.1; Diaphorase inh: 8.4; TNAP inh hiacc: -5.4

Results for CSc1ccccc1C(=O)N1CCCCC1 ?
Lmaj promast: -8.0; bIAP act: 1; PMI act hi M6P: 1; bIAP inh: 3.8; Diaph act CS: 1.2; PMI activator: 1; TNAP inh no acc: -5.1; TNAP act hiacc: 1.1; Diaphorase inh: -19.3; TNAP inh hiacc: -5.0

How did CCNc1ccc(C(=O)OCC(=O)NCc2ccc(C)cc2)cc1[N+](=O)[O-] do in these assays?
Lmaj promast: -6.1; bIAP act: 0.8; PMI act hi M6P: 1; bIAP inh: 17.0; Diaph act CS: 0.9; PMI activator: 0.9; TNAP inh no acc: -7.8; TNAP act hiacc: 1; Diaphorase inh: 7.7; TNAP inh hiacc: 1.1

Results for COc1ccc(-c2noc(CSc3nc4ccccc4c(=O)n3-c3ccccc3)n2)cc1OC ?
Lmaj promast: 23.6; bIAP act: 0.9; PMI act hi M6P: 0.9; bIAP inh: 9.4; Diaph act CS: 0.8; PMI activator: 0.9; TNAP inh no acc: -5.7; TNAP act hiacc: 1; Diaphorase inh: 20.4; TNAP inh hiacc: 1.4

Results for COCCCNC(=O)COc1ccc(Cl)c(C)c1 ?
Lmaj promast: -7.0; bIAP act: 1; PMI act hi M6P: 1.1; bIAP inh: 0.5; Diaph act CS: 0.9; PMI activator: 1.1; TNAP inh no acc: -11.0; TNAP act hiacc: 1; Diaphorase inh: 5.0; TNAP inh hiacc: -3.5

Results for O=C(COC(=O)c1cc([N+](=O)[O-])ccc1NCc1ccccc1)NCc1ccccc1Cl ?
Lmaj promast: 10.6; bIAP act: 1; PMI act hi M6P: 1; bIAP inh: 1.1; Diaph act CS: 0.8; PMI activator: 1; TNAP inh no acc: 4.3; TNAP act hiacc: 1; Diaphorase inh: 19.3; TNAP inh hiacc: -2.2

Results for CCOC(=O)N1CCN(c2nc(-c3ccc(OC)cc3)no2)CC1 ?
Lmaj promast: -1.5; bIAP act: 0.9; PMI act hi M6P: 1; bIAP inh: 5.3; Diaph act CS: 1; PMI activator: 1.1; TNAP inh no acc: 5.8; TNAP act hiacc: 1.1; Diaphorase inh: 1.0; TNAP inh hiacc: -5.6

What do the screens show for `CN(c1ccccc1C(=O)N1CCOCC1)S(C)(=O)=O`?
Lmaj promast: -1.2; bIAP act: 1; PMI act hi M6P: 1; bIAP inh: 4.4; Diaph act CS: 1; PMI activator: 0.9; TNAP inh no acc: -5.7; TNAP act hiacc: 1; Diaphorase inh: 4.6; TNAP inh hiacc: 2.2

How did Cc1nn(-c2ccccc2)c(C)c1/C=N/NC(=O)CSc1nnc(-c2ccccc2)n1-c1ccc(Cl)cc1 do in these assays?
Lmaj promast: 2.4; bIAP act: 1.1; PMI act hi M6P: 1; bIAP inh: -14.0; Diaph act CS: 0.9; PMI activator: 1; TNAP inh no acc: -5.3; TNAP act hiacc: 1.1; Diaphorase inh: 7.9; TNAP inh hiacc: -8.5

Results for CCCn1c(SCC(=O)Nc2ccc(C)c(S(=O)(=O)N3CCOCC3)c2)n[nH]c1=O ?
Lmaj promast: -4.3; bIAP act: 0.7; PMI act hi M6P: 1; bIAP inh: 33.7; Diaph act CS: 0.9; PMI activator: 1; TNAP inh no acc: -2.3; TNAP act hiacc: 1; Diaphorase inh: 12.5; TNAP inh hiacc: 0.4

How did C/C(=N\NC(=O)COc1ccc(C(C)(C)C)cc1)c1ccc2c(c1)OCCO2 do in these assays?
Lmaj promast: -1.1; bIAP act: 1; PMI act hi M6P: 0.9; bIAP inh: 0.2; Diaph act CS: 0.8; PMI activator: 0.8; TNAP inh no acc: 8.4; TNAP act hiacc: 1; Diaphorase inh: 22.0; TNAP inh hiacc: 3.3

What do the screens show for `COC(=O)c1ccc(-n2nnnc2SCC(=O)N2CCCCC2)cc1`?
Lmaj promast: 4.3; bIAP act: 0.9; PMI act hi M6P: 1; bIAP inh: 6.2; Diaph act CS: 0.9; PMI activator: 1; TNAP inh no acc: 7.5; TNAP act hiacc: 1.1; Diaphorase inh: 10.4; TNAP inh hiacc: -5.1

Results for CCCc1c(C)c2ccc(OCC(C)=O)cc2oc1=O ?
Lmaj promast: 2.3; bIAP act: 1.1; PMI act hi M6P: 0.8; bIAP inh: -7.0; Diaph act CS: 0.8; PMI activator: 0.9; TNAP inh no acc: -9.2; TNAP act hiacc: 1; Diaphorase inh: 25.0; TNAP inh hiacc: -4.1

How did COCC(C)n1c(SCC(=O)NNC(=O)c2ccccc2)nc2ccccc2c1=O (configuration not stated) do in these assays?
Lmaj promast: -4.8; bIAP act: 1; PMI act hi M6P: 0.9; bIAP inh: 2.2; Diaph act CS: 0.9; PMI activator: 0.9; TNAP inh no acc: -13.5; TNAP act hiacc: 1; Diaphorase inh: 13.0; TNAP inh hiacc: -0.2

What do the screens show for `CN(CCOc1ccc(Br)cc1)CC(=O)Nc1cccc(S(=O)(=O)NC2=NCCC2)c1`?
Lmaj promast: -1.2; bIAP act: 1.1; PMI act hi M6P: 0.8; bIAP inh: -5.2; Diaph act CS: 0.8; PMI activator: 0.9; TNAP inh no acc: -15.1; TNAP act hiacc: 1; Diaphorase inh: 22.8; TNAP inh hiacc: -4.6

What do the screens show for `CCn1c(SCC(=O)NCCOc2ccccc2)nc2ccccc2c1=O`?
Lmaj promast: 24.4; bIAP act: 0.9; PMI act hi M6P: 1; bIAP inh: 7.9; Diaph act CS: 0.9; PMI activator: 1; TNAP inh no acc: -11.7; TNAP act hiacc: 1; Diaphorase inh: 5.6; TNAP inh hiacc: -4.6

What do the screens show for `CCc1nnc(NC(=O)CSc2nnnn2-c2cccc(C(C)=O)c2)s1`?
Lmaj promast: -4.5; bIAP act: 1; PMI act hi M6P: 0.9; bIAP inh: -1.0; Diaph act CS: 0.9; PMI activator: 0.9; TNAP inh no acc: -1.4; TNAP act hiacc: 1; Diaphorase inh: 8.6; TNAP inh hiacc: 1.2

What do the screens show for `Cc1nn(-c2ccccc2)c(N)c1Sc1cccc([N+](=O)[O-])c1`?
Lmaj promast: 51.7*; bIAP act: 0.5; PMI act hi M6P: 1; bIAP inh: 48.2; Diaph act CS: 0.8; PMI activator: 0.9; TNAP inh no acc: -14.3; TNAP act hiacc: 1; Diaphorase inh: 21.6; TNAP inh hiacc: -2.9

How did COc1cc(OC)nc(-n2ncc(Br)c(Br)c2=O)n1 do in these assays?
Lmaj promast: 100.3*; bIAP act: 0.9; PMI act hi M6P: 1.1; bIAP inh: 14.6; Diaph act CS: 0.9; PMI activator: 1.1; TNAP inh no acc: -6.2; TNAP act hiacc: 1; Diaphorase inh: 7.3; TNAP inh hiacc: -1.0

Results for Cc1cccc(Nc2nc(N)c([N+](=O)[O-])c(N3CCN(C)CC3)n2)c1 ?
Lmaj promast: -1.4; bIAP act: 0.8; PMI act hi M6P: 0.8; bIAP inh: 16.0; Diaph act CS: 0.8; PMI activator: 0.9; TNAP inh no acc: 5.0; TNAP act hiacc: 1; Diaphorase inh: 22.4; TNAP inh hiacc: 3.4
